# LmPK inhibitor – LmPK (Leishmania mexicana) enzyme inhibition. Potency, µM (series often up to 57.5 µM), for inactives: top-dose activity change, negative = inhibition, usual class: inhibitors. Q27686. hit rate 0.37% among 290,000. AID 1721. purified LmPK, Kinase-Glo ATP luminescence, 1 h; further: potency means the concentration at half of the fitted maximal effect; on the % scale 0 is the no-effect control and ±100 the full control effect
# Target sequence (Q27686 whole entry, looked up): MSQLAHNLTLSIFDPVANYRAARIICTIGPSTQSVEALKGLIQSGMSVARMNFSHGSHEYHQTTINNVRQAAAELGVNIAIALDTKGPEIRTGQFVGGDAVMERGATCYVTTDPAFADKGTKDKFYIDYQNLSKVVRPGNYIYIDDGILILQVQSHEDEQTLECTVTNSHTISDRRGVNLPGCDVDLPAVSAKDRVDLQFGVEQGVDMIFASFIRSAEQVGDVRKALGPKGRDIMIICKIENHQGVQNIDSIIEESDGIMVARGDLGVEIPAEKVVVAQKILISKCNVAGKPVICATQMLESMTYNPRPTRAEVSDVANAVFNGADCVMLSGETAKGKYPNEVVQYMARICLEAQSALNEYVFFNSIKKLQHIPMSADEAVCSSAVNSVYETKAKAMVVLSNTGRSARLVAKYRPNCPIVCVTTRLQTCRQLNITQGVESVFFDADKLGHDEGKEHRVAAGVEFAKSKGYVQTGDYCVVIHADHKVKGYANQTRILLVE
#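 Pyruvate kinase activity monitored as ATP production (luciferase luminescence). Conditions: 0.1 nM enzyme, 0.5 mM PEP, 0.1 mM ADP, 1 h, RT; normalized against uninhibited and no-enzyme wells.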
# TbPYK inhibitor – inhibitors of Trypanosoma brucei pyruvate kinase. hit rate 0.12% among 410,000. Potency, µM (highest dose often 76.8 µM), for inactives: at the highest dose activity, negative = inhibition, most hits filed as inhibitors. Q57TT1. TbPYK enzyme, Kinase-Glo Plus ATP luminescence, 45 min; further: potency means the concentration at half of the fitted maximal effect; on the % scale 0 is the no-effect control and ±100 the full control effect; nearly all actives have a fitted effect of over 50% in size
#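 ADP (130 uM final) triggers the TbPYK reaction after compound addition; incubation is 45 min at room temperature. Kinase-Glo Plus is then added and luminescence imaged. Normalized data are fitted to concentration-effect curves.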
# Shiga toxin inh – Shiga toxin inhibition. Vero cells, Shiga toxin protein synthesis inhibition reporter. inhibition, % at 38.7 µM. hit rate 9.2% among 290,000. AID 2315; in the data active means inhibition mostly above about 28%, no sharp cut-off; inactive means mostly below about 43%; further: 0% is about no effect
# Pf growth 96h – P. falciparum growth inhibition at 96 hours; AID 504834; P. falciparum luciferase reporter growth, 96 h; hit rate 6.9% among 320,000; Potency, µM (top dose mostly 28.7 µM), inactives show at the highest dose activity change, negative = inhibition, actives largely listed as inhibitors; further: potency means the concentration at half of the fitted maximal effect; on the % scale 0 is the no-effect control and ±100 the full control effect
#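 Two parasite generations (96 h, 37 C, 5% CO2) of compound exposure in infected erythrocytes (0.05% parasitemia, 2% hematocrit). Luciferase-reporter P. falciparum; decreased luminescence indicates inhibited growth, aimed at apicoplast-acting delayed death.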
# Pf growth 48h – inhibits P. falciparum growth in the first generation, 48 h; P. falciparum luciferase growth in erythrocytes, 48 h; Potency, µM (doses to about 28.7 µM), without a hit: top-dose activity change, negative = inhibition, hits mostly inhibitors; hit rate 5.9% among 310,000; AID 504832; further: potency means the concentration at half of the fitted maximal effect; on the % scale 0 is the no-effect control and ±100 the full control effect
#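 First compound was added to culture medium, then infected red cells at 0.1% parasitemia and 2% hematocrit (final). After incubation at 37 C under 5% CO2, luciferase detection reagent was dispensed and light output recorded.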
# HCV inhibitor – HCV inhibition. hit rate 3.4% among 340,000. Huh7.5.1 HCVcc-Cre infection, luciferase reporter, 44 h. Potency, µM (titrated, usually from 41.8 µM), inactives show at the highest dose activity change, negative = inhibition, actives largely listed as inhibitors; further: potency means the concentration at half of the fitted maximal effect; on the % scale 0 is the no-effect control and ±100 the full control effect
#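 After 44 h co-culture of compound, cells and HCVcc-Cre (~0.5 moi), substrate is added for 15 min at room temperature and luciferase measured over 15 sec. Cells were seeded at 1,000/well and pre-cultured 4 h.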
# CHX counter – affects cycloheximide protein synthesis inhibition readout, counter-screen; cell reporter, cycloheximide protein synthesis inhibition counterscreen; max response, %; hit rate 12% among 300,000; AID 2314; in the data active means max response mostly above about 13%, no sharp cut-off; inactive means mostly below about 14%; further: read at 38.3 µM for the half of the compounds with a filed dose; 0% is about no effect
# An asterisk follows results filed as active; ? = inconclusive; . = no result given; & = joins results of further samples; [ ] = another dose, or the depositor's remark. Unless noted, the call rests on the fitted dose curve; in most records, active means well fitted curve in the direction sought with a large enough effect; inconclusive means small, poorly fitted or top-dose-only effect, or another doubt; inactive means no such curve, though single readings can be large; an effect the other way counts as inactive or inconclusive.
SMILES,LmPK inhibitor,TbPYK inhibitor,Shiga toxin inh,Pf growth 96h,Pf growth 48h,HCV inhibitor,CHX counter
CCc1ccc(NC(=O)CSc2ccccn2)cc1,4%,-1%,64,-27%,59%[activator],-2%,40*
N#Cc1ccccc1NC(=O)CSc1nnc(-c2ccc(F)cc2)n1-c1ccccc1,2%,-7%,-12,-2%[5.75 µM],-8%,-11%,-2
Cc1cc(C(=O)NNC(=S)NC(=O)/C=C/c2ccccc2Cl)n[nH]1,5%,-21%,59,6%,.,?,13
COc1cc(OC)cc(C(=O)NC(=S)Nc2nnn(C)n2)c1,-9%,-6%,7,-17%,18%,22%,-4
Cc1c(S(=O)(=O)N2CCc3ccccc3C2)c(=O)n(C)c(=O)n1C,0%,2%,-7,4%,-5%,6%,-3
O/N=C/c1cn(-c2ccccc2)nc1-c1ccc2c(c1)OCCO2,6%,1%,30,56%[activator],?,-15%,19
CCOC(=O)c1c(C)[nH]c(C(=O)COC(=O)CN2C(=O)C3CCCCC3C2=O)c1C (stereo unspecified),-2%,4%,-4,34%[activator],20%,-8%,-2
CCCCC(=O)NCCc1ccc(OC)cc1,0%,5%,-2,11%,.,12%,8
COc1cc(C#N)ccc1OCC(=O)N1CCc2ccccc2C1,2%,-1%,-1,-7%,-6%,-12%,-3
Cc1nn(C)c(C)c1S(=O)(=O)N1CCC(C(=O)NCCC2=CCCCC2)CC1,4%,-6%,-23,9%,.,-10%,-8
COc1ccc(N2C(=O)CS/C2=N\C(=S)Nc2ccccc2)cc1,3%,-6%,32,?,?,-29%,-1
CCCN(Cc1nnc(-c2ccccc2Cl)o1)C(=O)COc1ccc(Cl)cc1,.,0%,.,?,?,?,.
CCOc1ccc(-c2csc(N)c2C(=O)OC)cc1,4%,?,4,.,?,?,14
COc1ccc(-c2nn(-c3ccccc3)cc2/C=N/n2cnnc2)cc1OC,3%,-1%,-2,-14%,?,?,-3
COc1ccc(CNC(=O)C2CCN(S(=O)(=O)c3ccc4c(c3)CC(C)N4C(=O)C3CC3)CC2)cc1 (stereo unspecified),-10%,11%,3,15µM*,?,?,-2
COc1cc(SC)ccc1C(=O)Nc1cccc(C)n1,-11%,1%,84*,5%,88%[activator],13µM*,33*
CCCc1nc2sc3c(c2c(=O)n1NC(=O)CCC(=O)O)CCCC3,-1%,12%,-8,16%,5%,-2%,-2
CCOC(=O)CSC1=C(C#N)C(C)C2=C(CCCC2=O)N1 (stereo unspecified),0%,-1%,33,-18%,14%,13%,15
CC(C)(C)NS(=O)(=O)c1ccc(CCC(=O)N2CCOCC2)cc1,6%,-2%,-9,55%[activator],-9%,3%,2
CCc1nnc(NC(=O)c2ccc3c(=O)n4c(nc3c2)CCCCC4)s1,-2%,4%,-9,-1%,3%,?,1

# Some of the entries so far, with tabs.
SMILES	LmPK inhibitor	TbPYK inhibitor	Shiga toxin inh	Pf growth 96h	Pf growth 48h	HCV inhibitor	CHX counter
CCc1ccc(NC(=O)CSc2ccccn2)cc1	4%	-1%	64	-27%	59%[activator]	-2%	40*
N#Cc1ccccc1NC(=O)CSc1nnc(-c2ccc(F)cc2)n1-c1ccccc1	2%	-7%	-12	-2%[5.75 µM]	-8%	-11%	-2
Cc1cc(C(=O)NNC(=S)NC(=O)/C=C/c2ccccc2Cl)n[nH]1	5%	-21%	59	6%	.	?	13
COc1cc(OC)cc(C(=O)NC(=S)Nc2nnn(C)n2)c1	-9%	-6%	7	-17%	18%	22%	-4
Cc1c(S(=O)(=O)N2CCc3ccccc3C2)c(=O)n(C)c(=O)n1C	0%	2%	-7	4%	-5%	6%	-3
O/N=C/c1cn(-c2ccccc2)nc1-c1ccc2c(c1)OCCO2	6%	1%	30	56%[activator]	?	-15%	19
CCOC(=O)c1c(C)[nH]c(C(=O)COC(=O)CN2C(=O)C3CCCCC3C2=O)c1C (stereo unspecified)	-2%	4%	-4	34%[activator]	20%	-8%	-2
CCCCC(=O)NCCc1ccc(OC)cc1	0%	5%	-2	11%	.	12%	8
COc1cc(C#N)ccc1OCC(=O)N1CCc2ccccc2C1	2%	-1%	-1	-7%	-6%	-12%	-3
Cc1nn(C)c(C)c1S(=O)(=O)N1CCC(C(=O)NCCC2=CCCCC2)CC1	4%	-6%	-23	9%	.	-10%	-8
COc1ccc(N2C(=O)CS/C2=N\C(=S)Nc2ccccc2)cc1	3%	-6%	32	?	?	-29%	-1
CCCN(Cc1nnc(-c2ccccc2Cl)o1)C(=O)COc1ccc(Cl)cc1	.	0%	.	?	?	?	.
CCOc1ccc(-c2csc(N)c2C(=O)OC)cc1	4%	?	4	.	?	?	14
COc1ccc(-c2nn(-c3ccccc3)cc2/C=N/n2cnnc2)cc1OC	3%	-1%	-2	-14%	?	?	-3
COc1ccc(CNC(=O)C2CCN(S(=O)(=O)c3ccc4c(c3)CC(C)N4C(=O)C3CC3)CC2)cc1 (stereo unspecified)	-10%	11%	3	15µM*	?	?	-2

# Following part
SMILES,LmPK inhibitor,TbPYK inhibitor,Shiga toxin inh,Pf growth 96h,Pf growth 48h,HCV inhibitor,CHX counter
COc1ccc2c(c1OC)C(=O)N(c1cccc(/C=C/C(=O)O)c1)C2,-7%,2%,-4,-16%,-15%[0.00184 µM],5%,-4
O=C(COC(=O)CC1c2ccccc2CCN1S(=O)(=O)c1ccc(F)cc1)Nc1ccccc1 (stereo unspecified),4%,15%,-10,24%,11%,1%,-2
C/C(=N\NC(=O)c1cc(C(C)C)[nH]n1)c1ccco1,?,-13%,138*,-17%,166%[activator],?,67*
O=C(CCc1ccccc1)Nc1ccc(N2CCOCC2)cc1,0%,1%,51,13%,48%[activator],3%,14
O=c1c2ccccc2n(Cc2ccc(F)cc2)c(=O)n1C1CCCC1,5%,-9%,-7,13µM*,?,-25%,1
Cc1ccccc1NC(=O)c1ccno1,-3%,-3%,5,0%,-21%,7%,8
O=c1cc(-c2ccc(Cl)cc2)oc(=O)[nH]1,-8%,-1%,-12,2%,0%,-6%,1
CC(C)CCN1CCN(Cc2ccc(N3CCNC3=O)cc2)CC1CCO (stereo unspecified),5%,5%,33,?,-17%,27%,-2
CSCCC(NC(=O)COc1ccccc1)C(=O)NCCOc1ccccc1 (stereo unspecified),.,12%,.,-22%,0%,16%,.
CCOc1ccc(Nc2ncnc3c2nnn3Cc2ccccc2)cc1,-6%,7%,.,6%,-10%,-12%,10
OCCN=C1CCCc2c1[nH]c1ccc(Cl)cc21,4%,1%,24,184%[activator],123%[activator],?,-3
CNc1nc(N/N=C/c2cc3c(cc2[N+](=O)[O-])OCO3)nc(Nc2ccccc2)n1,-6%,-16%,-32,-13%,2.6µM*,1µM*,-2
Cc1ccc(NC(=O)N2CCCCC2)cc1[N+](=O)[O-],2%,4%,40,29%,23%,5%,10
COC(=O)c1ccccc1-c1ccc(C(c2c(C)[nH][nH]c2=O)c2c(C)[nH][nH]c2=O)o1,6%,-7%,16,57%[activator],?,12%,13
Cc1cc(O)c(-c2n[nH]c3c2C(c2cccc(O)c2)N(Cc2cccnc2)C3=O)cc1Cl (stereo unspecified),0%,-3%,11,-7%,-19%,?,-1
O=C1CCCCC1S(=O)(=O)c1ccccc1 (stereo unspecified),0%,4%,12,-1%,13%,23%,0
CC(C)N(CCNC(=O)c1ccc(NC2=NC3CS(=O)(=O)CC3S2)cc1)Cc1ccco1 (stereo unspecified),-2%,-3%,-9,-19%,8%,11%,-1
COc1ccc(NC(=O)Nc2ccc3c(c2)CCC3)c(OC)c1,1%,3%,30,6%,30%[activator],?,9
COc1ccc(-c2oc3ccccc3c2C(=O)OCc2ccccc2OC)cc1,1%,2%,-3,?,-13%,-46%,1
CCOc1ccc(NC(=O)Cn2nc(C(N)=O)c3ccccc3c2=O)cc1S(=O)(=O)N1CCCC1,.,-20%,.,?,?,-29%,.
CCn1c(SCC(=O)OCC(=O)N2c3ccccc3NC(=O)C2(C)C)nnc1-c1ccco1,-2%,-8%,-12,?,.,4%,-1
CCSc1ccc2c(c1)N(CCCN1CCN(C)CC1)c1ccccc1S2,.,0%,.,?,9.3µM*,?,.
CCCCCCCCSc1nnc2[nH]c(=O)cc(N)n12,2%,?,18,19%,-19%,2%,-3
COc1cc(-c2nnc(NC(=O)c3ccc(S(=O)(=O)N4CCOCC4)cc3)o2)cc(OC)c1OC,3%,.,-13,14%,20%,.,-1
COC(=O)C(C)n1cnc2c(nnn2-c2ccccc2)c1=O (stereo unspecified),-2%,-4%,16,49%[activator],15%,5%,-3
Clc1cccc(Cl)c1Cl,.,-5%,.,31%[activator],30%,-1%,.
CN(C)c1ccc(NC(=O)C2CCCN(S(=O)(=O)c3ccccc3)C2)cc1 (stereo unspecified),-5%,-17%,-9,-16%,-20%,?,1
Cn1ncc2c(Nc3ccccc3Cl)nc(Cl)nc21,-11%,-4%,-12,25%,36%[activator],12%,-5
CCC(=O)N1CCN(c2ccc(NC(=O)c3ccc(Br)o3)cc2)CC1,-3%,-16%,22*,0%,23%,5%,3
CSc1ccc(C(=O)C2CCCN(C(=O)c3ccsc3)C2)cc1 (stereo unspecified),5%,-1%,29,44%[activator],8%,0%,6
Cc1nc2ccccc2[nH]c1=O,4%,27%,17,-1%,25%,-11%,0
Cc1nn(-c2ccc(F)cc2)c(Cl)c1C(=O)OC(C)C(=O)N(C)C1CCCCC1 (stereo unspecified),.,7%,.,?,?,?,.
Cc1ccc(C2C(C(=O)c3sc(C)nc3C)=C(O)C(=O)N2CCCN(C)C)o1 (stereo unspecified),1%,.,18,16%,-2%,.,-3
Cc1[nH]nc(SCC(=O)N2CCOCC2)c1[N+](=O)[O-],0%,-4%,8,-12%[1.15 µM],32%[activator],19%,9
CCOc1ccc2nc(C(C)O)[nH]c2c1 (stereo unspecified),-3%,-1%,-7,.,5%,-1%,1
C=CCNC(=O)CN(c1ccc(F)cc1)S(=O)(=O)c1ccc(OC)cc1,1%,-3%,-13,23%,-1%,2%,-2
CCOC(=O)CNc1nc(Cl)nc(NC(C)(C)C)n1,7%,1%,16,13µM*,2%,-11%,8
CCOc1ccc(N(CC(=O)NCc2ccc(Cl)cc2)S(=O)(=O)c2c(C)noc2C)cc1,-1%,-3%&-6%,-2,-3%,-26%,11%,2
CCOC(=O)Cc1c(C)nc2c(-c3cccc(Br)c3)c[nH]n2c1=O,1%,-3%,-18,9%,?,?,-1
Cc1cccc2c(N=NC(=O)c3ccc(NS(=O)(=O)c4cccs4)cc3)c(O)[nH]c12,.,3%,.,?,?,?,.
Cc1ccc(CNC(=O)c2ccc3c(=O)n(CCCN4CCCC4=O)c(=S)[nH]c3c2)cc1,-2%,.,3,-26%,.,7%,-2
Cc1cccc(N2C(=O)SC(N(CC(=O)O)c3cccc(C)c3)C2=O)c1 (stereo unspecified),3%,2%,50,71%[activator],.,9%,31*
CC(Sc1ccccc1)C(=O)NN=C1CCCCCC1 (stereo unspecified),2%,-3%,20,?,34%[activator],20%,11

# Screens (PubChem BioAssay)
